Bioassay records: PubChem BioAssay, National Center for Advancing Translational Sciences (NCATS)
D3 antag: qHTS of D3 Dopamine Receptor Antagonist: qHTS | max response, negative = inhibition, % | D3R cells, DiscoveRx beta-arrestin luminescence, antagonist mode; active compounds read low | AID 652054, 2013 | D(3) dopamine receptor (Homo sapiens), P35462 | actives 2.5% (n = 360,000); in the data active = max response below about -50%; inconclusive = no clear call, values can overlap the other calls; also: % is scaled to controls: 0 for no effect and ±100 for the full control effect; mostly tested at two doses, the higher about 12 µM
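Cells expressing the human receptor were seeded at 1500 cells/well, incubated overnight at 37 degrees C in 5% CO2, then exposed to library compounds with dopamine controls for 90 minutes at 37 degrees C before luminescent detection.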
TDP-43 yeast inh: qHTS of TDP-43 Inhibitors | actives 1.8% (n = 410,000) | TDP-43 expressing yeast growth rescue, BacTiter-Glo, 24 h | Potency, µM (highest dose often 46.1 µM), inactives show at the highest dose growth rescue (activation), usual class: activators; also: potency is read from the fitted curve at half-maximal effect; % of control where 0% means no effect; nearly all actives have a fitted effect of over 50% in size
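Galactose-induced TDP-43 yeast, OD600=0.02, compound pinned; 24 hr, 30 deg C; BacTiter-Glo luminescence for growth. Inhibitors of TDP-43 toxicity read as activators.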
Abeta rescue: qHTS for compounds that reverse cellular toxicity of Amyloid beta (A-beta) peptide in yeast: Primary Screen. yeast expressing A-beta42, growth rescue, OD600, 48 h; response scale: 0% DMSO, 100% iron-clioquinol control. Potency, µM (top dose mostly 46.1 µM), without a hit: top-dose growth rescue, actives largely listed as activators. actives 0.063% (n = 410,000). AID 1347071, 2019; also: potency is read from the fitted curve at half-maximal effect; nearly all actives have a fitted effect of over 55% in size
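Yeast A-beta toxicity model in growth medium with pinned compounds, 48 h at 30 C; growth read as absorbance at 600 nm. Normalized to FeCl3/clioquinol equimolar mix (positive) and DMSO (negative).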
aSyn rescue: qHTS of alpha-syn Inhibitors | Yeast expressing alpha-synuclein, growth rescue, BacTiter-Glo, 24 h | Potency, µM (doses to about 46.1 µM), without a hit: at the highest dose growth rescue (activation), actives largely listed as activators | actives 0.14% (n = 370,000) | AID 652106, 2013; also: potency is read from the fitted curve at half-maximal effect; % of control where 0% means no effect; nearly all actives have a fitted effect of over 65% in size
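Screening used galactose-induced yeast with toxic alpha-synuclein levels, exposed to compound for 24 hr at 30 deg C. Cell growth, read with BacTiter-Glo luminescence, gave the measured signal.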
FUS yeast rescue: qHTS for Suppressors of FUS Proteinopathy: Primary screen using FUS-linked yeast assay | S. cerevisiae FUS-expressing, growth rescue, OD600, 24 h | Potency, µM (series often up to 76.6 µM), for inactives: at the top dose growth rescue (activation), usual class: activators | actives 0.24% (n = 390,000) | AID 1347120, 2019;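 also: potency is read from the fitted curve at half-maximal effect; plate controls were DMSO vehicle for no effect and reference control for full effect; nearly all actives have a fitted effect of over 55% in size; some results filed as inactive show a strong effect at the top dose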
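Cultures pregrown in 2.5% raffinose medium are shifted to minimal medium containing 2% galactose to express toxic FUS. Compounds are tested at several concentrations. After 24hr at 30C, growth is quantified at 600 nm absorbance.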
D3 ag: qHTS of D3 Dopamine Receptor Agonist: qHTS; D3R DiscoveRx beta-arrestin cells, luminescence, 90 min; max activation, %; actives 0.58% (n = 410,000); AID 652048, 2013; in the data active = max activation above about 30%; also: 0% is about no effect; mostly tested at two doses, the higher about 12 µM
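Agonist-mode cell screen: cells plated at 1500/well and incubated overnight at 37 °C, then exposed to library compounds for 90 min at 37 °C. Detection reagent was added for 30–60 min at room temperature, and luminescence was read.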
EPAC2 ag: qHTS for Agonist of cAMP-regulated guanine nucleotide exchange factor 4 (EPAC2): primary screen | Rap guanine nucleotide exchange factor 4 (Homo sapiens), Q8WZA2 | EPAC2 activation, biochemical qHTS; response scale: 100% = 6.5 mM cAMP response | Potency, µM (series often up to 154 µM), for the others: at the highest dose activation, most hits filed as activators | actives 0.079% (n = 360,000) | AID 720711, 2013; also: potency is read from the fitted curve at half-maximal effect; nearly all actives have a fitted effect of over 50% in size
Target sequence (Q8WZA2 whole entry, looked up): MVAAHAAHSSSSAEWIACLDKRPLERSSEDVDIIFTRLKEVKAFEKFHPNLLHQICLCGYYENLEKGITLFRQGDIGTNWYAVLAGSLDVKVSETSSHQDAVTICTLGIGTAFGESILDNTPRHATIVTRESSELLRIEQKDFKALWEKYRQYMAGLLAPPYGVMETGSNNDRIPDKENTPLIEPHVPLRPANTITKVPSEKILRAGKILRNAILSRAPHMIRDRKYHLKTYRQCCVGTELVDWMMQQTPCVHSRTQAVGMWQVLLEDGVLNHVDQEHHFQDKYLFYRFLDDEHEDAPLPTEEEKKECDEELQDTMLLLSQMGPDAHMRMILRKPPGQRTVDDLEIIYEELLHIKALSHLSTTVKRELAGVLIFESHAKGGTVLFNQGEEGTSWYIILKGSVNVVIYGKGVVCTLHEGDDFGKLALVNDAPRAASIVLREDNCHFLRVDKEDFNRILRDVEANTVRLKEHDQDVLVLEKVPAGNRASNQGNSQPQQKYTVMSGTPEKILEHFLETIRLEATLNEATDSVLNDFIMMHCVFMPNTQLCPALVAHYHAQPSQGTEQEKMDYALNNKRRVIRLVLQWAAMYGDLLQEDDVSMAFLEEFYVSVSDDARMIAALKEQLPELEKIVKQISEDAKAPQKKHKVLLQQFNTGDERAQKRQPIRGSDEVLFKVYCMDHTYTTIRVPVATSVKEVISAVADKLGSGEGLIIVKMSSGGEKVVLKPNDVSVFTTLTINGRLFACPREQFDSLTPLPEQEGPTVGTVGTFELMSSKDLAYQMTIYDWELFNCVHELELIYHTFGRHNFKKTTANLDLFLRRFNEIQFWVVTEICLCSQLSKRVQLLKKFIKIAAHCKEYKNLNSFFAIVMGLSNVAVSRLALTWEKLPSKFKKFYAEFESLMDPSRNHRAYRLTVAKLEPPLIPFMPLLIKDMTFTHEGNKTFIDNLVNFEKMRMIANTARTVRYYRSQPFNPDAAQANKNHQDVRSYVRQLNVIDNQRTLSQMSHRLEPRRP
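Guanine nucleotide exchange by EPAC2 is measured as reduced fluorescence of BODIPY-GDP once it is released from 250 nM Rap1B. Plates are read kinetically for 30 min at room temperature; results are scaled to 6.5 mM cAMP.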
EPAC2 antag: qHTS for Antagonist of cAMP-regulated guanine nucleotide exchange factor 2 (EPAC2): primary screen; Rap guanine nucleotide exchange factor 4 (Homo sapiens), Q8WZA2; EPAC2 GEF exchange of Rap1B-BODIPY-GDP, fluorescence; Potency, µM (titrated, usually from 114 µM), for inactives: top-dose activity, negative = inhibition, most hits filed as inhibitors; actives 0.18% (n = 360,000); also: potency is read from the fitted curve at half-maximal effect; % is scaled to controls: 0 for no effect and ±100 for the full control effect; nearly all actives have a fitted effect of over 45% in size; many of its hits are not listed in these tables
Active calls of the source: *; u = inconclusive; x = no result given; [ ] = dose if it differs, or a comment. Unless noted, calls follow the shape of the dose curve; as a rule, active = well fitted curve in the direction sought with a large enough effect; inconclusive = small, poorly fitted or top-dose-only effect, or another doubt; inactive = no such curve, though single readings can be large; an effect the other way counts as inactive or inconclusive.

1: COCCn1cnc2c1c(=O)n(CC(=O)NC(=O)NC(C)(C)C)c(=O)n2Cc1ccccc1
2: CCN(C[C@H]1N[C@@](Cc2ccccc2)(C(=O)OC)[C@H]2C(=O)N(Cc3ccccc3)C(=O)[C@@H]12)C(=O)c1ccc(F)cc1
3: CCN(Cc1ccncc1)C(=O)C1CCC(=O)N(Cc2ccc(Cl)cc2)C1 (stereo not given)
4: COc1ccc(-c2n[nH]c(=S)n2/N=C/C=C\c2ccccc2OC)cc1
5: Nc1nc(NCc2ccc(Cl)cc2)nc(NCCO)c1[N+](=O)[O-]
6: CCOCCCNC(=O)c1cc2cc3cc(OC)ccc3nc2o1
entry no.	1	2	3	4	5	6
D3 antag	4	-3	14	-28	2	-10
TDP-43 yeast inh	-14%	25%	12%	20%	-8%	22%
Abeta rescue	-7%	3%	3%	18%	-3%	-7%
aSyn rescue	-3%	0%	0%	1%	0%	-5%
FUS yeast rescue	35%	4%	3%	4%	4%	-11%
D3 ag	1	-6	-4	-4	-4	-3
EPAC2 ag	0%	3%	4%	-26%	22%	15%
EPAC2 antag	-1%	4%	7%	-4%	-1%	-7%

7: Cc1ccccc1-n1ncc2c1CC(C)(C)CC2NC(=O)C1=CC(=O)CC(C)(C)O1 (stereo not given)
8: CC[C@@H]1CC=C[C@H]2[C@H]1C(=O)N(Cc1ccccc1)[C@H]2c1ccc(OC)c(Cl)c1
9: Cc1ccc(C(=O)OCC(=O)NC(=O)c2cccn2C)cc1
10: C=CCOc1nc2c(c(=O)n(C)c(=O)n2C)n1Cc1ccccc1Cl
11: COc1cccc(/C=C2\SC(=S)N(C(Cc3ccccc3)C(=O)O)C2=O)c1 (stereo not given)
12: O=C(c1cc(-c2ccc(Cl)cc2)on1)N1CCCC1
entry no.	7	8	9	10	11	12
D3 antag	-1	0	-13	15	4	0
TDP-43 yeast inh	30%	16%	-28%	6%	-9%[9.22 µM]	-6%
Abeta rescue	-5%	6%	-4%	-9%	-10%	0%
aSyn rescue	-6%	-8%	2%	8%	0%	-2%
FUS yeast rescue	x	21%	19%	6%	31%	-12%
D3 ag	1	-26	7	36*	-2	2
EPAC2 ag	8%	2%	7%	2%	-3%	12%
EPAC2 antag	-5%	u	12%	7%	u	7%

13: COC(=O)c1c(C)[nH]c(C(=O)C(C)OC(=O)C2CC(=O)N(c3ccc(C)cc3)C2)c1C (stereo not given)
14: Cc1ccc(C(=O)OCC(=O)NN2C(=O)NC3(CCC(C)CC3)C2=O)cc1 (stereo not given)
15: C#Cc1ccc([C@@H]2C=C(C(=O)N3CCN(Cc4ccc5c(c4)OCO5)CC3)O[C@H](OCCCCO)C2)cc1
16: CCC(C(=O)OCC(=O)Nc1ccc(Cl)c(S(=O)(=O)N(C)C)c1)c1ccccc1 (stereo not given)
17: Cc1ccc(C(=O)CSc2nnc(-c3cccnc3)n2N)cc1
18: CC(=O)c1ccc(NC(=O)c2ccc(-n3cnnc3)cc2)cc1
entry no.	13	14	15	16	17	18
D3 antag	7	0	u	-16	-22	x
TDP-43 yeast inh	u	-16%	8%	29%	-18%	12%
Abeta rescue	16%	-1%	-11%	u	-41%	0%
aSyn rescue	-15%	-8%	-2%	4%	1%	x
FUS yeast rescue	u	31%	14%	u	56%	11%
D3 ag	16	0	-21	-6	-11	0
EPAC2 ag	8%	2%	11%	-5%	10%	x
EPAC2 antag	-13%	-16%	12%	u	-10%	x

19: CC1=C(C(=O)NC2CC(C)(C)Cc3c2cnn3-c2cccc(F)c2)OCCO1 (stereo not given)
20: Cc1ccccc1CNC(=O)CCC(=O)N1CCOc2ccccc21
21: O=C(NCc1ccccc1)C1CCC(=O)N(CCCN2CCCC2=O)C1 (stereo not given)
22: O=C(CSc1nnnn1C1CC2C=CC1C2)Nc1ccc(C(=O)O)cc1 (stereo not given)
23: CCn1c(SCc2nc(-c3ccccc3)no2)nc2ccccc21
24: C=CC1CN(C(=O)OCC(Cl)(Cl)Cl)C2CC3c4ccc(OC)cc4NC3C3CC1C2CO3 (stereo not given)
entry no.	19	20	21	22	23	24
D3 antag	47	36	-17	-15	-14	0
TDP-43 yeast inh	u	0%	-9%	0%	16µM*	-10%
Abeta rescue	-3%	1%	1%	-2%	12%	-18%
aSyn rescue	13%	0%	-4%	-3%	6%	u
FUS yeast rescue	20%	-19%	8%	39%	11%	u
D3 ag	6	3	1	-4	0	-6
EPAC2 ag	1%	6%	4%	9%	14%	12%
EPAC2 antag	-8%	1%	-1%	18%	-8%	-9%

Profiles, quoted from the list. Screens in order: D3 antag	TDP-43 yeast inh	Abeta rescue	aSyn rescue	FUS yeast rescue	D3 ag	EPAC2 ag	EPAC2 antag
Cc1ccccc1CNC(=O)CCC(=O)N1CCOc2ccccc21 is listed with 36	0%	1%	0%	-19%	3	6%	1%
CCOCCCNC(=O)c1cc2cc3cc(OC)ccc3nc2o1 is listed with -10	22%	-7%	-5%	-11%	-3	15%	-7%
C=CCOc1nc2c(c(=O)n(C)c(=O)n2C)n1Cc1ccccc1Cl is listed with 15	6%	-9%	8%	6%	36*	2%	7%
O=C(c1cc(-c2ccc(Cl)cc2)on1)N1CCCC1 is listed with 0	-6%	0%	-2%	-12%	2	12%	7%
CC[C@@H]1CC=C[C@H]2[C@H]1C(=O)N(Cc1ccccc1)[C@H]2c1ccc(OC)c(Cl)c1 is listed with 0	16%	6%	-8%	21%	-26	2%	u

(list continues)
25: Cc1ccn2c(C(=O)CSc3ccc(Cl)cc3)c(C)nc2c1
26: CCOC(=O)Nc1cc(C(=O)OC)ccc1C
27: COc1cccc(C(=O)Nc2nc(-c3ccccc3)c(-c3ccccc3)o2)c1
28: COc1ccc(S(=O)(=O)N2CCC(C(=O)N(C)Cc3ccc(C)o3)CC2)cc1OC
29: Cc1cc([N+](=O)[O-])c(NCCCCCCO)c([N+](=O)[O-])c1
30: Cn1cccc1C(=O)NC(=O)COC(=O)C12CC3CC(CC(O)(C3)C1)C2
entry no.	25	26	27	28	29	30
D3 antag	20	-19	0	-2	-11	61
TDP-43 yeast inh	2%	2%	20µM*	-4%	u	13%
Abeta rescue	4%	5%	16µM*	-22%	-1%	0%
aSyn rescue	-5%	-1%	u	-7%	1%	3%
FUS yeast rescue	-18%	11%	35%	18%	18%	15%
D3 ag	10	1	-6	-2	4	6
EPAC2 ag	4%	4%	15%	11%	0%	5%
EPAC2 antag	6%	-4%	-5%	0%	3%	6%

31: O=c1[nH]c2cc3c(cc2cc1C(c1nnnn1Cc1ccccc1)N1CCN2CCCC2C1)OCCO3 (stereo not given)
32: CCCn1nc(C(=O)NNC(=O)c2cccc(S(=O)(=O)NC(C)C)c2)c2ccccc2c1=O
33: COc1ccc(N(CC(=O)Nc2ccc(OC)cc2OC)S(=O)(=O)c2ccccc2)cc1
34: CN(Cc1cccs1)C(=O)CCc1ccc(S(=O)(=O)N2CCOCC2)cc1
35: O=C(CCc1c[nH]c2ccccc12)NCC(=O)Nc1ccc(F)c(F)c1F
36: Cc1ccccc1N(CC(=O)Nc1ccc(F)cc1)S(C)(=O)=O
entry no.	31	32	33	34	35	36
D3 antag	-22	12	15	-26	10	13
TDP-43 yeast inh	-21%	10%	0%	-12%	4%	-5%
Abeta rescue	10%	3%	-2%	-4%	-5%	9%
aSyn rescue	3%	-1%	11%	0%	-5%	4%
FUS yeast rescue	18µM*	14%	26%	32%	-13%	9%
D3 ag	14	2	2	-2	5	5
EPAC2 ag	11%	-3%	4%	5%	3%	-3%
EPAC2 antag	3%	8%	3%	-9%	15%	-1%

37: COc1ccc(/C=c2\sc3nc(-c4ccccc4OC)nn3c2=O)c(OC)c1
38: Cc1cc(C)c2c(=O)cc(C(=O)Nc3ccc(S(=O)(=O)N(C)Cc4ccccc4)cc3)oc2c1
39: CCOC(=O)c1c(C)[nH]c(C)c1C(=O)COC(=O)[C@@H]1CCCN1S(=O)(=O)c1ccc(Cl)cc1
40: CCn1c(O)c(N=NC(=O)CNC(=O)c2ccccc2F)c2ccccc21
41: COc1cccc(/C=C2\C(=O)C(=O)c3ccccc32)c1
42: Cc1cc(=O)oc2cc(OC(C)C(=O)N3CCCc4ccccc43)ccc12 (stereo not given)
entry no.	37	38	39	40	41	42
D3 antag	-29	x	-21	-74*	-11	-17
TDP-43 yeast inh	-9%	25%	-2%	-4%	21%	u
Abeta rescue	-4%	9%	9%	-18%	-13%	7%[9.22 µM]
aSyn rescue	-6%	x	3%	1%	14%	8%
FUS yeast rescue	26%	-25%	39%	4%	5%	-10%
D3 ag	-2	17	27	-7	7	-9
EPAC2 ag	9%	x	-4%	-3%	-1%	0%
EPAC2 antag	5%	x	-15%	-5%	-3%	-1%

43: CCOC(=O)N1CCN(C/C(Cl)=C/c2ccccc2)CC1
44: COc1cccc(-n2c(SCC(=O)Nc3ccc(F)cc3F)nc3c([nH]c4ccccc43)c2=O)c1
45: CCOC(=O)/C(C#N)=C/c1cccc([N+](=O)[O-])c1
46: CC(C)CNC(=O)CSc1nnc(-c2ccccn2)n1Cc1ccccc1
47: COC(=O)c1c(C)oc2ccc(N(C(=O)c3ccncc3)S(=O)(=O)c3c(C)cc(C)cc3C)cc12
48: COc1ccc(C(=O)C[n+]2cccc(C)c2C)cc1[N+](=O)[O-]
49: O=S1(=O)C=CC(Nc2ccccc2)C1 (stereo not given)
50: COc1cc2nc(-c3ccc(Br)o3)oc(=O)c2cc1OC
entry no.	43	44	45	46	47	48	49	50
D3 antag	4	x	22	-6	x	1	0	-10
TDP-43 yeast inh	11%	29%	0%	4%	24%	16%	-2%	6%
Abeta rescue	30%	-1%	12%	14%	8%	-12%	-4%	2%
aSyn rescue	3%	x	1%	21%	x	3%	-12%	-1%
FUS yeast rescue	9%	-5%	-19%	4%	-5%	-6%	12%	14%
D3 ag	3	2	4	1	12	4	1	-1
EPAC2 ag	14%	x	4%	0%	x	9%	-2%	3%
EPAC2 antag	1%	x	4%	-2%	x	7%	6%	-2%

A portion of the library; the hit share may differ from the screen's.
